LMNA splice mod: changes lamin A minigene splicing in HeLa cells; HeLa LMNA splicing GFP/RFP minigene ratio, 48 h; Potency, µM (highest dose often 46.1 µM), for inactives: at the highest dose ratio change, negative = inhibition, most hits filed as inhibitors; actives 0.01% (n = 200,000); AID 1487; active = well fitted inhibition curve with a large enough effect in the signal ratio, with a control signal flat, not every such curve was filed as active; inconclusive = small, poorly fitted or top-dose-only effect, or effect the other way, or a change in a side signal; the % refers to the signal ratio; also: % is scaled to controls: 0 for no effect and ±100 for the full control effect
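Read-out is the ratio of GFP to DsRed2 object intensity, acquired by 488 nm laser-scanning cytometry on HeLa lamin A-EGFP minigene reporter cells. Compound incubation 48 hrs at 37 °C in Opti-MEM with 2% FBS; DMSO 0.5% final.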
SMN2 splice enh: SMN2 splice variant enhancement; HEK293 SMN2-luciferase splicing reporter, luminescence, 30-36 h; Potency, µM (top dose mostly 46.1 µM), for inactives: top-dose activity change, positive = activation, most hits filed as activators; actives 2.8% (n = 210,000); AID 1458; also: % of control where 0% means no effect; nearly all actives have a fitted effect of over 55% in size
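HEK293 cells carry an SMN2 […]–luciferase reporter in which exon 7 inclusion puts luciferase in frame. Cells were plated 10-12 h before compound addition, then incubated 30-36 h at 37C. ONE-Glo luminescence was read; sodium butyrate at 4.5 mM final served as control.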
ALDH1A1 block: inhibitors of human aldehyde dehydrogenase 1A1 | P00352 | Purified ALDH1A1, NADH fluorescence, propionaldehyde substrate | Potency, µM (doses to about 75.3 µM), for inactives: at the highest dose activity, negative = inhibition, usual class: inhibitors | actives 7.3% (n = 220,000) | AID 1030; active = well fitted inhibition curve with a large enough effect, not every such curve was filed as active; inconclusive = small, poorly fitted or top-dose-only effect, or another doubt; inactive = no such curve, though single readings can be large or run the other way;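 also: plate controls were no enzyme wells and a reference inhibitor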
Luc counter: counter-screen: inhibitors of Kinase-Glo firefly luciferase. Q27757. Kinase-Glo luciferase, ATP luminescence, 8 min. Potency, µM (titrated, usually from 38.3 µM), for inactives: at the highest dose activity change, negative = inhibition, usual class: inhibitors. actives 0.28% (n = 200,000); also: % is scaled to controls: 0 for no effect and ±100 for the full control effect; nearly all actives have a fitted effect of over 60% in size
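Recombinant Kinase-Glo luciferase, 10 uM ATP (linear range), luciferin; imidazole pH 7.2 / KCl / MgCl2 / Tween / BSA buffer; 8 min RT; luminescence.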
JMJD2E inh: JMJD2E (human) inhibition; Potency, µM (doses to about 57.1 µM), without a hit: at the top dose activity change, negative = inhibition, usual class: inhibitors; JMJD2E catalytic domain, FDH-coupled NADH fluorescence (FDH is formaldehyde dehydrogenase); B2RXH2; actives 1.6% (n = 230,000); active = well fitted inhibition curve with a large enough effect, not every such curve was filed as active; inconclusive = small, poorly fitted or top-dose-only effect, or another doubt; inactive = no such curve, though single readings can be large or run the other way;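 also: 0% = wells with enzyme and -100% = buffer wells without enzyme; nearly all actives have a fitted effect of over 50% in size; many of its hits are not listed in these tables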
RECQ1 helicase: inhibitors of human RECQ1 DNA helicase; P46063; Potency, µM (series often up to 57.3 µM), for the others: top-dose activity, negative = inhibition, usual class: inhibitors; actives 0.54% (n = 240,000); RECQ1 DNA unwinding, red fluorescence kinetic read;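 also: plate controls were vehicle for no effect and no enzyme for full effect; nearly all actives have a fitted effect of over 30% in size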
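50 nM RECQ1T1 preincubated 15 min with compound in Tris pH 8.0 buffer with MgCl2, DTT, Tween-20 and 2.5 ug/ml poly(dI-dC); started with 200 nM TAMRA/BHQ-2 forked duplex and 2 mM ATP. Unwinding read as fluorescence (525/598 nm), two reads 2 h apart.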
Tau fibril ThT: inhibitors of human tau fibril formation, thioflavin T binding; P10636; recombinant tau K18 P301L (four-repeat tau fragment), heparin-induced fibrillization, ThT fluorescence; Potency, µM (titrated, usually from 57.4 µM), for the others: at the top dose activity, negative = inhibition, actives largely listed as inhibitors; actives 2.1% (n = 270,000); AID 1460; also: % is scaled to controls: 0 for no effect and ±100 for the full control effect; nearly all actives have a fitted effect of over 55% in size
Target sequence (P10636 561-689 P618L limits assumed): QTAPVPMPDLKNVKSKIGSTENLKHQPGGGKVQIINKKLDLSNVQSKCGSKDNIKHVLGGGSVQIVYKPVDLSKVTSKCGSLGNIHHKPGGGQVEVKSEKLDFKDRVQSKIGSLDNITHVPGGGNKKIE
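Tau K18 P301L fragment (15 uM unlabeled plus 0.24 uM Alexa 594-labeled) in 100 mM sodium acetate pH 7 with compound, fibrillization induced by 20 uM heparin for 6 hr at 37 C. Thioflavin T (30 uM) added, fluorescence read after 1 hr (ex 450, em 510 nm).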
L3MBTL1 block: blocks human L3MBTL1; Q9Y468; Potency, µM (doses to about 57.1 µM), inactives show at the highest dose activity, negative = inhibition, usual class: inhibitors; actives 0.66% (n = 230,000); AlphaScreen L3MBTL1–H3K9me1 peptide binding; AID 485360; also: % is scaled to controls: 0 for no effect and ±100 for the full control effect; nearly all actives have a fitted effect of over 60% in size
Target sequence (Q9Y468 whole entry, looked up): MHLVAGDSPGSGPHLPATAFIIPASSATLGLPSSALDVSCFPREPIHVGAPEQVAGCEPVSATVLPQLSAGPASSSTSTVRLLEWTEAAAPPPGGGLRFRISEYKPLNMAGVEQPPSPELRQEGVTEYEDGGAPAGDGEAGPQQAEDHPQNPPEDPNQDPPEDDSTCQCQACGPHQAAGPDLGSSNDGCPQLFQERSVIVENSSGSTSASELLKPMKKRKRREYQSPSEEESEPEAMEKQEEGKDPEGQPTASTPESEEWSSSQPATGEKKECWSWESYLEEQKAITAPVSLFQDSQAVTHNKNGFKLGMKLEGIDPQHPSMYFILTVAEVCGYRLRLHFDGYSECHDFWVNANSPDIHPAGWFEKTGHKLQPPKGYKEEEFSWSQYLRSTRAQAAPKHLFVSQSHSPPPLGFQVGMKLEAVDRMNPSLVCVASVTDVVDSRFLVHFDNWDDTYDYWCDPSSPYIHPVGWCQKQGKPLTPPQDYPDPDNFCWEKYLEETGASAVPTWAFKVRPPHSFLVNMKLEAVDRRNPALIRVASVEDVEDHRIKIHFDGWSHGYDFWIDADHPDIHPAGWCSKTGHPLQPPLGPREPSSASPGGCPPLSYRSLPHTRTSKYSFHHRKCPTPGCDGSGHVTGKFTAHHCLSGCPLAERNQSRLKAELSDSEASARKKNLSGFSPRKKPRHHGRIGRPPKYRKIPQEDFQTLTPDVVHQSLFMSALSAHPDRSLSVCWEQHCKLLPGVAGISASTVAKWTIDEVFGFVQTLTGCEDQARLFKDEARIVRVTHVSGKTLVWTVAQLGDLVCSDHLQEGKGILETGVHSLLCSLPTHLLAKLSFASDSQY
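Read-out is AlphaScreen signal from streptavidin donor and nickel chelate acceptor beads (10 ug/mL final each) bridging L3MBTL1 (50 nM) and biotinylated K9-monomethylated H3(1-15) peptide (75 nM), after 30 min compound exposure at room temperature.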
Active calls of the source: *; i = inactive; ? = inconclusive; · = not tested or not shown; [ ] = remark or other dose. Unless noted, calls follow the shape of the dose curve; as a rule, active = well fitted curve in the direction sought with a large enough effect; inconclusive = small, poorly fitted or top-dose-only effect, or another doubt; inactive = no such curve, though single readings can be large; an effect the other way counts as inactive or inconclusive. Potency is read from the fitted curve at half-maximal effect. An excerpt; count on the stated rates, not on these rows.

SMILES,LMNA splice mod,SMN2 splice enh,ALDH1A1 block,Luc counter,JMJD2E inh,RECQ1 helicase,Tau fibril ThT,L3MBTL1 block
COc1ccc(Oc2ncnc3c2oc2ccc(Br)cc23)cc1,1.3%,10.6%,1.5%,-1.8%,0.4%,-8.8%,-11.2%,1.2%
COC(=O)c1ccc(OCC(O)CN(CCO)CCO)cc1 (stereo not given),?,-9.5%,18.2%,12.0%,6.5%,-3.5%,-15.5%,8.5%
Cc1nc2c(c(C)nn2-c2ccccc2)c(C)c1Cl,-11.5%,-4.8%,-8.7%,0.9%,?,-5.2%,-9.1%,4.6%
Cc1c(C(=O)NCc2ccc3c(c2)OCO3)oc2ccc(S(=O)(=O)N3CCCC3)cc12,-11.0%,-23.8%,?,1.7%,35.5µM*,-19.0%,-9.7%,-7.2%
Cc1cc(C)nc(N2CCC(C(=O)Nc3ccc(Oc4ccccc4)cc3)CC2)n1,-3.1%,9.9%,13.8%,3.1%,13.9%,-3.7%,-16.7%,8.4%
CCCCOc1ccccc1NC(=O)c1ccc(=O)[nH]c1,-1.5%,-7.0%,2.9%,-1.6%,2.1%,-2.1%,-9.5%,1.1%
COc1ccccc1-c1cc(NCc2cccnc2)ncn1,4.4%,28.0%,?,-1.9%,?,-1.7%,-9.6%,·
O=[N+]([O-])c1ccc(N2CCCC2)cc1N1CCCC1,13.6%,-4.0%,14.1µM*,-3.4%,-1.3%,-1.5%,17.8µM*,?

Reformatted: results already given.
Each structure is followed by: LMNA splice mod | SMN2 splice enh | ALDH1A1 block | Luc counter | JMJD2E inh | RECQ1 helicase | Tau fibril ThT | L3MBTL1 block
- COc1ccccc1-c1cc(NCc2cccnc2)ncn1
    4.4% | 28.0% | ? | -1.9% | ? | -1.7% | -9.6% | ·
- Cc1cc(C)nc(N2CCC(C(=O)Nc3ccc(Oc4ccccc4)cc3)CC2)n1
    -3.1% | 9.9% | 13.8% | 3.1% | 13.9% | -3.7% | -16.7% | 8.4%
- O=[N+]([O-])c1ccc(N2CCCC2)cc1N1CCCC1
    13.6% | -4.0% | 14.1µM* | -3.4% | -1.3% | -1.5% | 17.8µM* | ?
- CCCCOc1ccccc1NC(=O)c1ccc(=O)[nH]c1
    -1.5% | -7.0% | 2.9% | -1.6% | 2.1% | -2.1% | -9.5% | 1.1%

(continued)
SMILES,LMNA splice mod,SMN2 splice enh,ALDH1A1 block,Luc counter,JMJD2E inh,RECQ1 helicase,Tau fibril ThT,L3MBTL1 block
CCC(Cc1ccccc1)NC(=O)CN(C)S(=O)(=O)c1ccc2c(c1)c(=O)n(C)c(=O)n2C (stereo not given),2.2%,-2.6%,?,-1.4%,2.3%,-11.4%,-5.9%,·
O=C(CSc1cccc[n+]1[O-])c1cccs1,·,15.8%,-11.1%,1.8%,16.3%,-8.9%,-9.3%,7.7%
CCOC(=O)NC(=O)c1cn(Nc2ncc(Cl)cc2C(F)(F)F)c(=O)[nH]c1=O,-3.9%[46 µM],·,7.9%,·,-13.5%,-4.4%,6.1%,0.8%
S=c1nccc(-c2cc(Cl)sc2Cl)[nH]1,3.8%,0.9%,-8.1%,0.2%,5.0%,-15.7%,-12.5%,11.6%
O=C(/C=C/c1ccccc1)N1CCN(S(=O)(=O)c2ccc(F)cc2)CC1,·,·,-8.0%,·,2.5%,-4.3%,-2.1%,·
CCO[C@H]1OC(C(=O)N2CCN(Cc3ccc4c(c3)OCO4)CC2)=C[C@@H](C(C)(C)C)[C@@H]1CCCO,·,·,4.7%,·,-5.4%,-6.1%,-0.7%,2.1%
Cc1noc2ncnc(Oc3ccc4ccccc4c3)c12,-1.1%,-1.0%,-9.1%,-1.0%,-3.0%,-5.0%,?,2.1%
COC(=O)[C@@H]1C[C@@H]2CC[C@@H](O)C[C@@H]2N1Cc1ccc(C)s1,·,-3.0%,1.8%,1.9%,-14.1%,-4.6%,-9.9%,·
FC(F)(F)c1cccc(-c2ccn3ncnc3n2)c1,-8.0%[46 µM],17.9%,?,-0.5%,?,-4.7%,-3.9%,·
CCCNc1nc2c(c(=O)n(C)c(=O)n2C)n1Cc1ccc(F)cc1,?,-81.4%[inhibitor],7.8%,3.5%,3.7%,-1.1%,-5.6%,-6.1%
COCCOC(=O)C1=C(C)Nc2cc(=O)[nH]c(=O)n2C1c1cccc([N+](=O)[O-])c1 (stereo not given),-1.1%,6.3%,?,-4.6%,1.0%,-3.8%,-4.6%,-3.9%
COc1ccc(-c2nnc(Nc3nc4c(OC)cccc4s3)o2)c(OC)c1,?,-9.8%,?,-0.2%,?,-2.3%,?,4.8%[11.4 µM]
CCn1c(SCC(=O)NCc2ccccc2)nc2nc3c(cc2c1=O)CCCC3,-2.0%[46 µM],11.4%,-16.1%,-1.4%,4.3%,i,-6.1%,5.2%
CCNC(=S)Nc1cc(OCC)c(NC(=O)c2cccs2)cc1OCC,-9.5%,-4.9%,-2.2%,-0.4%,?,-3.8%,-6.5%,8.2%
O=C(NCCN1CCOCC1)c1sc2ccccc2c1Cl,?,·,6.9%,0.4%,-5.1%,i,-9.6%,10.0%
CN1/C(=N\O)c2cccc3cccc1c23,-2.6%,-22.7%,?,-0.7%,?,-4.5%,?,19.1%
O=C(CSc1nnc(NC(=O)C2CCC2)s1)NC1CC1,19.1%,0.0%,10.4%,2.1%,-3.3%,-5.4%,1.8%,5.3%
ClC(Br)=C(n1cnc2ccccc21)n1cnc2ccccc21,?,?,-9.8%,-0.1%,0.7%,-1.0%,-5.1%,-17.2%
COc1ccc(CCNS(=O)(=O)c2ccc(C3CNC(=O)C3)cc2)cc1OC (stereo not given),-2.2%,-7.7%,-11.1%,-2.3%,-1.7%,i,-3.6%,-34.0%
OCCN1CCN(C(=S)Nc2ccc(Oc3ccccc3)cc2)CC1,?,-0.8%,-2.5%,1.0%,-2.7%,i,5.7%,-4.0%
C/C(=N\N=C(/N)SC1CC(=O)N(c2ccc(Cl)cc2)C1=O)c1cccs1 (stereo not given),-9.9%,2.9%,?,2.3%,5.6%,-1.8%,-2.7%,-0.2%
COc1ccc(CNC(=O)C2CCCN2S(=O)(=O)c2ccc(C)cc2)cc1 (stereo not given),?,2.1%,0.0%,-2.6%,-0.3%,i,-1.2%,-4.1%
Cc1ccc(N2CC(C(=O)NCc3cccnc3)CC2=O)cc1 (stereo not given),-7.5%,?,0.3%,-1.4%,0.0%,i,-2.8%,·
CC(=O)c1c(C)[nH]c(-c2ccccc2)c1C,-11.2%,?,3.4%,-1.5%,-2.4%,-1.1%,-9.5%,-7.7%
Cc1nc(NC(=O)COc2ccccc2)sc1C(=O)Nc1ccccc1,-9.6%,?,?,-11.2%,-4.9%,-7.3%,-0.6%,31.1%
Cc1ccc(SCc2c(C(=O)N/N=C/C3CC=CCC3)nnn2-c2nonc2N)cc1 (stereo not given),·,·,·,·,6.3%,-15.0%,-13.0%,2.2%
CC1CN(C(=O)c2cc3ccccc3oc2=O)CC(C)O1 (stereo not given),-3.4%,5.8%,-2.4%,-4.7%,-8.1%,-4.2%,4.7%,-0.2%
COc1ccc(CNC(=O)COC(=O)/C=C/c2ccco2)cc1,-18.0%[46 µM],12.3%,25.1µM*,-1.0%,3.2%,-14.1%,-4.5%,-24.1%
CC(C)C[C@@H](CC(=O)N[C@@H](CCC(=O)O)CC(=O)O)NC(=O)[C@@H]1CCCC[C@H]1NC(=O)C[C@H](CCCN)NC(=O)C[C@H](Cc1ccccc1)NC(=O)[C@@H]1CCCC[C@H]1N,·,-5.4%,5.4%,-1.1%,-10.2%,2.8%,2.9%,·
CCOC(=O)c1c(C2COc3ccccc3O2)csc1NC(=O)c1ccccc1 (stereo not given),-7.2%,-41.0%[inhibitor],?,0.3%,?,-18.7%,-3.5%,·
COc1ccccc1CC(=O)Nc1ccc2c(c1)C(=O)NC2=O,·,0.0%,-1.8%,-0.4%,?,-15.4%,-3.1%,3.4%
CCN(CC)CCCNC(=O)c1[nH]c(C)c(C(=O)NC2CCCCC2)c1C,0.8%,·,-1.2%,-2.9%,2.4%,-6.8%,-7.4%,·
N#Cc1ccccc1NC(=O)COC(=O)CCc1ccc(S(=O)(=O)N2CCCCC2)cc1,0.6%,-3.4%,?,0.3%,-3.1%,-12.8%,1.1%,25.4%
COc1ccc(-n2c(C)cc(/C=C3\C(=O)NN(c4ccccc4)C3=O)c2C)cc1,?,?,?,-0.4%,-9.4%,-1.1%,?,-9.6%
CC(=O)c1c(C)[nH]c(C(=O)Nc2ccc(C)c(C)c2)c1C,-1.8%,·,-13.3%,-1.5%,-0.3%,-4.3%,?,·
COCc1cc(C)nc(SCC[N+](C)(C)CC(=O)c2ccccc2)c1C#N,·,-32.9%[inhibitor],?,0.2%,-0.7%,-2.3%,0.1%,·
CC(=O)OC/C=C(\C)CCC=C(C)C,·,-2.2%,?,·,·,-3.6%,·,5.4%
CCn1cc(Br)c(C(=O)Nc2ccc(Cl)cc2Cl)n1,11.0%,-25.5%,2.4%,6.8%,-12.1%,-3.4%,-25.4%,·
COC(=O)c1ccc(Cn2nc(C)c([N+](=O)[O-])c2C)o1,·,·,?,-4.5%,7.6%,-11.6%,-12.0%,-4.7%
COc1ccc(CC(=O)Nc2ccc(C(=O)Nc3ccccc3C(=O)O)cc2)cc1OC,-10.5%,3.2%,28.2µM*,2.4%,1.6%,-1.4%,-1.4%,10.8%
